RXFP1 ag – agonists of human relaxin receptor RXFP1. Q9HBX9. HEK293T-RXFP1 cAMP TR-FRET, 30 min; response scale: percent of porcine relaxin response, buffer zero. Potency, µM (top dose mostly 57.5 µM), without a hit: at the highest dose activation, actives largely listed as activators. hit rate 0.3% among 370,000; note: potency is the fitted concentration of half-maximal effect; % is set by controls: 0 for no effect and ±100 for the full control effect; nearly all actives have a fitted effect of over 60% in size; many of its hits are not listed in these tables
Target sequence (Q9HBX9 whole entry, looked up): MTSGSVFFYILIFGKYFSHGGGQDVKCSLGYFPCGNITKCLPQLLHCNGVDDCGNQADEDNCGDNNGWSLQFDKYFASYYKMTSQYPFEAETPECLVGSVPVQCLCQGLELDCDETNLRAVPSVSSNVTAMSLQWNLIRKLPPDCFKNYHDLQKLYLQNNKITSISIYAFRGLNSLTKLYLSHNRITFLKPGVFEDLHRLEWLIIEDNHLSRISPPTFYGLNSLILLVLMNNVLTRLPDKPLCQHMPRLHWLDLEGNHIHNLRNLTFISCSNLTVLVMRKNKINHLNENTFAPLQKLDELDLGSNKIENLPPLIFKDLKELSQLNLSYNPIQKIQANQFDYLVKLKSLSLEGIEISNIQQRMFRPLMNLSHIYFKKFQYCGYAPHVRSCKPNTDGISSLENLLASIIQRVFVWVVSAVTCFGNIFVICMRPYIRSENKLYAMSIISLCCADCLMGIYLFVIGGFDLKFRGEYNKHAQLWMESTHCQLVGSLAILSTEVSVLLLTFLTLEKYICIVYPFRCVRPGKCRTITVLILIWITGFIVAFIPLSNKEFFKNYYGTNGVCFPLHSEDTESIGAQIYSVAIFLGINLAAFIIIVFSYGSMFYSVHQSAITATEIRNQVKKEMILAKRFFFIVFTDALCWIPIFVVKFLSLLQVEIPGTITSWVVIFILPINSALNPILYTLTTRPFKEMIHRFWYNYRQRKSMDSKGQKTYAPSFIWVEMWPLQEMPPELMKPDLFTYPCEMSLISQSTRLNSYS
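HEK293T cells stably expressing RXFP1 were pretreated with the PDE4 inhibitor Ro 20174, exposed to compounds for 30 min at 37C, lysed, and cAMP was read by TR-FRET. Data normalized to buffer (basal) and 29 nM porcine relaxin (100%).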
Glioma ERSR ind – inducers of ER stress response in human glioma cells | U87-MG GRP78 promoter luciferase reporter, 16 h | Potency, µM, for inactives: top-dose activation, most hits filed as activators | hit rate 0.02% among 420,000 | AID 602332; note: potency is the fitted concentration of half-maximal effect; series mostly up to about 76 µM; % of control where 0% means no effect; nearly all actives have a fitted effect of over 35% in size
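Stably transfected U87-MG glioma cells carrying a GRP78-based luciferase sensor; 16 h compound incubation. Luminescence end-point read 10 min after Bright-Glo addition at room temperature.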
LDHA block – inhibitors of human lactate dehydrogenase A | hit rate 0.15% among 480,000 | activity change, % (values are at about 110 or 230 µM) | purified LDHA, NADH/diaphorase-resazurin fluorescence; stronger effect = lower value | P00338; in the data active = activity change below about -30%; inconclusive = mostly about -25% to -30%;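 note: plate controls were DMSO wells for no effect and wells without enzyme for full effect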
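Human LDH5 at 2 nM final in Tris HCl pH 7.4 with 0.06 mM NADH and 0.2 mM pyruvate, reacted 5 minutes at room temperature. Remaining NADH coupled via diaphorase/resazurin; resorufin fluorescence read at 0 and 20 minutes, normalized to enzyme-free and DMSO wells.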
PI4K2A block – inhibitors of human PI4K2A; purified PI4K2A, ADP-Glo luminescence, 1 h; stronger effect = lower value; activity change, negative = inhibition, % at 76.9 µM; hit rate 0.13% among 420,000; in the data active = activity change below about -50%; inconclusive = mostly about -30% to -49%;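 note: -100% = wells without enzyme as full effect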
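PI4K2A activity was measured by ADP-Glo luminescence: enzyme (4 ug/mL stock) and phosphatidylinositol (1.2 mM stock) in Tris pH 7.5/MgCl2/EGTA/Triton X-100 buffer were reacted with ATP (300 microM stock) for one hour at ambient temperature.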
IDH1 R132H inh – inhibitors of human mutant IDH1 R132H. AID 602179. IDH1-R132H enzyme, NADPH consumption, diaphorase/resazurin fluorescence. Potency, µM (top dose mostly 76.6 µM), without a hit: top-dose activity change, negative = inhibition, most hits filed as inhibitors. O75874. hit rate 0.093% among 390,000; note: potency is the fitted concentration of half-maximal effect; % is set by controls: 0 for no effect and ±100 for the full control effect; nearly all actives have a fitted effect of over 65% in size
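IDH1-R132H (0.5 ug/mL dispensed) in pH 7.5 Tris buffer was preincubated 30 min with compound, then given a substrate mix of 0.016 mM NADPH and 2 mM alpha-KG for 80 min at room temperature; remaining NADPH was read by diaphorase/resazurin fluorescence.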
Vif-A3F inh – Vif-A3F binding inhibition. HeLa A3F-eYFP + Vif (tagged APOBEC3F with the HIV-1 protein that degrades it), YFP fluorescence increase. Potency, µM (series often up to 46.1 µM), for inactives: at the top dose activity, negative = active. hit rate 0.2% among 390,000. AID 602313; note: potency is the fitted concentration of half-maximal effect; % of control where 0% means no effect; nearly all actives have a fitted effect of over 65% in size
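HeLa cells stably expressing A3F-eYFP plus Vif, plated and incubated overnight at 37 deg C, then exposed to compounds overnight at 37 deg C. Blocked degradation read as raised yellow fluorescence (Ex 488/Em 500-530).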
Vif-APOBEC3G blk – Vif-A3G binding inhibition; hit rate 0.076% among 410,000; Potency, µM (highest dose often 46.1 µM), for inactives: at the top dose activity, negative = active, most hits filed as inhibitors; HeLa A3G-eYFP + Vif (tagged APOBEC3G with the HIV-1 protein that degrades it), YFP fluorescence, overnight; Q9HC16;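 note: potency is the fitted concentration of half-maximal effect; % is set by controls: 0 for no effect and ±100 for the full control effect; nearly all actives have a fitted effect of over 60% in size; hits raise eYFP signal because A3G escapes Vif-driven loss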
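HeLa cells stably expressing Vif and C-terminally eYFP-tagged A3G, seeded overnight at 37 deg C, then exposed to compound by pintool overnight at 37 deg C. Rise in yellow fluorescence (Ex 488/Em 500-530, Acumen) marks blocked Vif-driven A3G degradation.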
USP1-UAF1 inh – blocks the human USP1/UAF1 deubiquitinase complex; AID 743255; hit rate 0.23% among 390,000; recombinant USP1/UAF1, Ub-Rhodamine cleavage fluorescence; O94782; Potency, µM (doses to about 57.1 µM), inactives show at the top dose activity change, negative = inhibition, most hits filed as inhibitors; note: potency is the fitted concentration of half-maximal effect; % is set by controls: 0 for no effect and ±100 for the full control effect; nearly all actives have a fitted effect of over 60% in size; inactives centre near -12
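High-throughput fluorogenic screen: 1nM USP1/UAF1 complex, Ub-Rho substrate 150nM final, 50mM HEPES pH 7.8 with 0.5mM EDTA, 0.1 mg/ml BSA, 1mM TCEP and 0.01% Tween-20.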
TrxR1 substrate – substrates of rat thioredoxin reductase 1. O89049. purified TrxR1 substrate turnover, NADPH consumption readout. Potency, µM (top dose mostly 114 µM), for the others: at the top dose activity change, negative = substrate turnover. hit rate 0.01% among 390,000; note: potency is the fitted concentration of half-maximal effect; % is set by controls: 0 for no effect and ±100 for the full control effect; nearly all actives have a fitted effect of over 50% in size
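Rat TrxR1, dispensed at 90 nM, was prereduced with 400 uM NADPH (final) for 5 min at ~22 deg C, then incubated with compound 15 min before 400 uM selenite. A first-read NADPH fluorescence drop versus no-compound background flagged substrates.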
Numbers without * were called inactive; ? = inconclusive; . = not tested or not shown; & = joins results of further samples; [ ] = remark or other dose. Unless noted, calls come from the whole dose curve; as a rule, active = well fitted curve in the direction sought with a large enough effect; inconclusive = small, poorly fitted or top-dose-only effect, or another doubt; inactive = no such curve, though single readings can be large; an effect the other way counts as inactive or inconclusive. Some of the compounds tested; the hit share may differ from the screen's.

molecule	RXFP1 ag	Glioma ERSR ind	LDHA block	PI4K2A block	IDH1 R132H inh	Vif-A3F inh	Vif-APOBEC3G blk	USP1-UAF1 inh	TrxR1 substrate
Cc1c(C2Nc3ccccc3C(=O)N2O)cnn1C (centres undefined)	0.0%	1%	5	-1	-2%	.	0%	-12%	-15%
Cc1cccc(/C(N)=N/OC(=O)c2ccc(Cl)cc2Cl)c1	2.8%	-6%	1	-29	9%	?	-10%	-8%	17%[57.1 µM]
C/C(=N/NC(=O)CN1CCN(S(=O)(=O)c2ccc(C)cc2)CC1)c1ccco1	-0.2%	-1%	-2	1	-4%	3%	0%	-18%	1%
O=c1c2[nH]c3ccccc3c2ncn1CCN1CCCCC1	0.3%	-1%	-9	-4	4%	5%	1%	-7%	30%
CCOC(=O)N1CCc2c(sc(NCc3cccc(F)c3)c2C(=O)Nc2ccccc2OCC)C1	3.2%	-4%	17	-11	4%	0%	-4%	?	-1%[57.1 µM]
CCCC(C(=O)NC1CCCC1)N(Cc1cccs1)C(=O)c1snc(C(N)=O)c1N (centres undefined)	-1.3%	-4%	-5	-6	2%	-9%	0%	2%	14%
COc1ccccc1N1CCN(C2CCCN(C(=O)c3snnc3C)C2)CC1 (centres undefined)	-0.2%	-1%	-3	-1	-2%	-2%	-1%	-26%	-7%
COc1ccc(CCN(Cc2ccccn2)C(=S)Nc2ccccc2C)cc1OC	-0.2%	-5%	-5	10	-10%	-30%	4%	-17%	0%

molecule	RXFP1 ag	Glioma ERSR ind	LDHA block	PI4K2A block	IDH1 R132H inh	Vif-A3F inh	Vif-APOBEC3G blk	USP1-UAF1 inh	TrxR1 substrate
COc1cc(NC(=O)C2CCC(CNS(=O)(=O)c3csc(C(N)=O)c3)CC2)cc(OC)c1 (centres undefined)	0.2%	-5%	0	-2	5%	1%	-2%	-3%	1%
Cc1cc(C)c2c(CC(=O)NCCc3ccccc3)coc2c1	0.9%	-1%	-12	-6	2%	-13%	0%	-4%	-9%
COc1ccc(NC(=O)C2(C)CCN2Cc2ccc(SC)cc2)cc1OC (centres undefined)	.	2%	7	-1	.	.	-1%	.	.
Nc1ccc(S(=O)(=O)Nc2nc(-c3ccccc3)cc(-c3ccccc3O)n2)cc1	.	-4%	-2	2	3%	-10%	?	-19%	.
O=C(c1cc(-c2ccccc2)on1)N1CCCc2ccccc21	0.1%	1%	1	3	-6%	-11%	0%	-27%	0%
Cc1ccc(S(=O)(=O)Oc2ccccc2/C=N/NC(N)=S)cc1	5.7%	-3%	-1	-5	8%	-17%	-22%	?	-4%
CC1CCCN(CCCOc2ccc(Br)cc2Cl)C1 (centres undefined)	-3.7%	0%	-20	5	7%	0%	0%	-15%	2%[57.1 µM]
CC(C)CSc1nc2ccccc2c(=O)[nH]1	1.2%	-2%	-3	3	3%	1%	-1%	-23%	0%

molecule	RXFP1 ag	Glioma ERSR ind	LDHA block	PI4K2A block	IDH1 R132H inh	Vif-A3F inh	Vif-APOBEC3G blk	USP1-UAF1 inh	TrxR1 substrate
CCCCc1nn2c(=O)cc(COC(=O)c3ccc(NC(=O)c4cccs4)cc3)nc2s1	1.3%	-1%	-12	-11	-2%	-3%	1%	-8%	1%[57.1 µM]
O=C(NCc1ccc2c(c1)OCO2)C1CC(=O)N(c2ccc(Cl)cc2)C1 (centres undefined)	0.2%	3%	-10	1	-9%	0%	1%	-22%	-3%
O=c1c2ccccc2nc(-c2ccc(F)cc2)n1NCc1ccccc1O	0.9%	0%	1	-1	4%	-11%	3%	-14%	-10%
CC(=O)c1cccc(N(CC(=O)O)S(C)(=O)=O)c1	-0.8%	-7%	-8	5	1%	2%	0%	-1%	-14%
O[C@@H]1CN(Cc2cccs2)[C@@H](c2ccc(Cl)cc2)C[C@H]1n1cc(-c2ccc(F)cc2)nn1	.	2%	-30*	1	-15%	-13%	-12%	-22%	.
COC(=O)c1cc2ccccc2n1S(=O)(=O)c1ccccc1	-0.6%	-2%	-3	2	7%	7%	0%	-8%	6%[57.1 µM]
CC(C)(C)NC(=S)N1CCC(C(=O)c2ccc(F)cc2)CC1	1.2%	1%	-4	4	-6%	2%	1%	-21%	7%
Cc1cc(C)c2nc(C)cc(Nc3ccc(C(=O)N(C)C)cc3)c2c1	0.0%	-4%	-7	6	-7%	-11%	-12%	-20%	0%

molecule	RXFP1 ag	Glioma ERSR ind	LDHA block	PI4K2A block	IDH1 R132H inh	Vif-A3F inh	Vif-APOBEC3G blk	USP1-UAF1 inh	TrxR1 substrate
O=C1Nc2ccccc2CCc2ccccc21	-2.5%	1%	-3	-2	2%	4%	-1%	-13%	0%
Cc1ccccc1-n1c(C)nnc1SCc1cc(=O)oc2ccc3ccccc3c12	2.9%	1%	-4	-5	-9%	3%	1%	-7%	-3%
Cc1oc(-c2ccccc2F)nc1Cn1c(SCc2ccccc2F)nc2ccncc21	0.8%	-1%	-13	5	0%	7%	5%	?	-4%
CSc1nsc(N/N=C/c2ccccc2)c1C#N	0.4%	1%	-4	-6	8%	11%	2%	-15%	13%[57.1 µM]
O=C(O)COc1ccccc1/C=N/Nc1ccc(S(=O)(=O)Nc2ccc(Cl)cc2)cc1[N+](=O)[O-]	-2.6%	-3%	2	-3	-11%	0%	5%	-12%	-5%
COCCCNC(=O)c1ccc(C)c(-n2c(C)nc3cccnc32)c1	3.3%	-2%	-11	4	-14%	-5%	2%	-19%	11%
Cc1cccc(C)c1NC(=O)COc1ccc2c(C)c(Cc3ccccc3)c(=O)oc2c1	2.6%	0%	-13	2	2%	-13%	-7%	-15%	95%
COc1ccc(OC)c(CNC(=O)CCc2c(C)nc3c(c2C)c(=O)n(C)c(=O)n3C)c1	1.2%	-3%	-3	-6	-8%	-5%	-1%	-33%	3%

molecule	RXFP1 ag	Glioma ERSR ind	LDHA block	PI4K2A block	IDH1 R132H inh	Vif-A3F inh	Vif-APOBEC3G blk	USP1-UAF1 inh	TrxR1 substrate
CCc1c(C)nc(N)n2c(SCC(=O)NC3CCCCC3)nnc12	28%	-2%	1	6	3%	-4%	0%	?	-3%
Clc1ccccc1-c1ccc(CN2CCN(c3ccccc3)CC2)o1	-0.4%	-3%	-1	12	8%	0%	-2%	-19%	0%
COc1ccc(C(=O)OCc2c(-c3cccc(OC)c3)ncc3ccccc23)cc1	2.4%	9%	5	2	-10%	2%	-9%	?	-1%[57.1 µM]
CC(C)c1ncc(C(O)c2cccc3ccccc23)n1C (centres undefined)	-1.3%	-3%	-1	1	-1%	2%	-2%	-19%	11%[57.1 µM]
CCCCOc1ccc(C(CC(=O)NC)C(=O)O)cc1 (centres undefined)	0.3%	-2%	0	1	1%	-7%	0%	-19%	8%
CN(CC(=O)Nc1ccccc1Br)c1ncnc2sccc12	8.3%	-3%	-4	-5	8%	6%	-1%	-9%	11%
CCCN(CCC)C(=O)C1CCCN(S(=O)(=O)c2ccc3c(c2)oc(=O)n3C)C1 (centres undefined)	0.0%&-2.4%	-2%&2%	0&-3	-2&-1	-10%&14%	2%&0%	1%&-1%	-29%&-22%	7%&6%
COc1ccc(NC(=O)Cn2c(=O)n(-c3ccc(C)cc3)c(=O)c3c2cnn3C)cc1	4.7%	0%	4	-5	0%	1%	-2%	-25%	2%

molecule	RXFP1 ag	Glioma ERSR ind	LDHA block	PI4K2A block	IDH1 R132H inh	Vif-A3F inh	Vif-APOBEC3G blk	USP1-UAF1 inh	TrxR1 substrate
O=C(C(=O)N1CCN(c2ccccc2F)CC1)c1cn(CC(=O)N2CCCC2)c2ccccc12	.	-1%	8	-2	-4%	-1%	0%	4%	.
Cc1cc(C)cc(NC(=O)NCC2CCN(Cc3cc(C)ccc3C)CC2)c1	0.0%&3.3%	-2%&-2%	-1&3	14&-1	2%&11%	-2%&-12%	-4%&-5%	-23%&-13%	-8%&-4%
O=C(NCc1nnnn1-c1ccc(F)cc1)c1ccc2c(c1)OCO2	.	-6%	-10	-1	0%	3%	0%	-2%	.
CC(C)c1ccc(NC(=S)NN(c2ccccc2)c2ccccc2)cc1	-1.5%	-4%	-7	-3	7%	?	-4%	-11%	6%
Cc1c(Cl)cccc1NCC(=O)NN=C1CCCC1	0.6%	3%	-8	3	2%	7%	-4%	-23%	6%
CCN(CC)S(=O)(=O)c1ccc(N2CCCC2)c(NS(=O)(=O)c2ccc(F)cc2)c1	-1.4%	-1%	2	2	6%	0%	0%	-3%	-10%
COc1cccc(CN(C)C(=O)c2cc(S(=O)(=O)N3CCCCCC3)ccc2OC)c1	0.1%	5%	0	-2	?	-16%	1%	6%	-6%
COc1cccc(NC(=O)Cn2c(=O)n(Cc3ccccc3)c(=O)c3c2c2cc(C)ccc2n3C)c1	3.9%	2%	-6	-23	-2%	-25%	-3%	-16%	21%
O=C(OCc1nnc(-c2ccc(Br)cc2)o1)c1cncc(Br)c1	-1.4%	-2%	-12	1	4%	-8%	1%	-15%	2%[57.1 µM]

Screening results from PubChem.
